Bioassay records (PubChem)
Mcl-1 Bim block: disrupts Bim peptide binding to human Mcl-1; hit rate 0.1% among 190,000; Q07820; inhibition, % at 10 µM; Bead-based flow cytometry, Bim peptide-Mcl-1 binding;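 note: 0% = no compound tracer wells and 100% = peptide blocker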
Target sequence (Q07820 whole entry, looked up): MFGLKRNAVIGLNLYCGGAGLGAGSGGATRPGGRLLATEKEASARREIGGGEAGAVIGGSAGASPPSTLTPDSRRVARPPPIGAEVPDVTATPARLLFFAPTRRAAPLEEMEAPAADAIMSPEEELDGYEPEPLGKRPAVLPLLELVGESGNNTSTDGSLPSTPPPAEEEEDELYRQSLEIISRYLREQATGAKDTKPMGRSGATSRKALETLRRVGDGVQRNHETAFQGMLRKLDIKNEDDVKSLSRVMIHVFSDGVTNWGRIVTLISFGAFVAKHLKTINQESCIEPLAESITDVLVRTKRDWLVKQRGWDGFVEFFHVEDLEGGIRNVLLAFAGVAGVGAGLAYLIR
ABCB1 block: inhibitors of human ABCB1 transporter, ABCG2 counter-screen; P08183; CCRF-Adr cells, JC-1 efflux, flow cytometry; inhibition, % at 6.6 µM; hit rate 0.067% among 190,000; in the data active = inhibition above about 40%;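 note: 0% = vehicle and 100% = reference inhibitor; higher value means more JC-1 retained so stronger ABCB1 efflux block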
RGS4-Gao reg: modulates binding of RGS4 to human Galphao; binding response (% of control), % at 10 µM; Multiplexed bead flow cytometry; actives lie on both sides; P09471; hit rate 0.33% among 220,000; in the data active = binding response below about 49% or above about 150%; inactive = in between;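 note: fluorescent Galphao activated with aluminum fluoride binding bead-coupled RGS4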
Bcl-W Bim block: human Bim-Bcl-W interaction inhibition | Q92843 | AID 952 | hit rate 0.02% among 190,000 | bead-based flow cytometry, Bim peptide-Bcl-W binding | inhibition, % at 10 µM;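 note: 0% = bound tracer without compound and 100% = peptide blocker; higher means less fluorescent Bim peptide bound to Bcl-W beads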
Target sequence (Q92843 whole entry, looked up): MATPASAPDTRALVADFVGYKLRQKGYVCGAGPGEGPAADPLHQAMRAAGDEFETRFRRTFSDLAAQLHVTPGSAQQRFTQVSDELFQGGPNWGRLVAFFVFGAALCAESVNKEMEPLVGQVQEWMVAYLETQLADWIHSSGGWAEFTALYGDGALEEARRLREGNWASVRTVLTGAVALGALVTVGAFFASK
ABCG2 inh: inhibitors of human ABCG2 transporter, ABCB1 counter-screen | IgMXP3 cells, JC-1 efflux, flow cytometry | AID 1325 | Q9UNQ0 | hit rate 0.1% among 190,000 | inhibition, % at 6.6 µM;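 active = inhibition above 80%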;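 note: 0% = DMSO and 100% = nicardipine control wells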
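Test system: IgMXP3 cells (ABCG2) mixed with DDAO far-red-labelled CCRF-Adr cells (ABCB1). Reagent: JC-1 transporter substrate. Compound dosing: single test compound dose, 6.6 µM final. Times: 10 min compound exposure, 25 °C. Detection: flow cytometry of retained JC-1 fluorescence. Read-out basis: efflux inhibition in percent versus controls. Controls: nicardipine and DMSO wells.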
Bcl-2 Bim block: human Bim-Bcl-2 interaction inhibition; Bead-based flow cytometry, Bim peptide-Bcl-2 binding; inhibition, % at 10 µM; hit rate 0.06% among 190,000; in the data active = inhibition above about 40%; inconclusive = no clear call, values can overlap the other calls;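 note: 0% = no compound wells with probe peptide and 100% = reference peptide inhibitor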
Target sequence (P10415 whole entry, looked up): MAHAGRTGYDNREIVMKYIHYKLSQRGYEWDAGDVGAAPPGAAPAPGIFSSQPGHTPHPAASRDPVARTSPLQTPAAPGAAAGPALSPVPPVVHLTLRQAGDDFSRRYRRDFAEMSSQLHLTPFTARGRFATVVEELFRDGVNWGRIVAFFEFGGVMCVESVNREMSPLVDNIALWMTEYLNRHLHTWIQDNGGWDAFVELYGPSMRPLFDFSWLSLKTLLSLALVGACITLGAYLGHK
Bim-Bfl-1: inhibitors of Bim-Bfl-1 interaction, human. Q16548. Bead-based flow cytometry, Bim-Bfl-1 binding inhibition. inhibition, % at 10 µM. hit rate 0.12% among 190,000. AID 1008;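 note: 0% = wells without compound plus tracer and 100% = blocker peptide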
Bcl-B Bim block: disrupts Bim peptide binding to human Bcl-B; hit rate 0.073% among 190,000; inhibition, % at 10 µM; bead-based flow cytometry; Q9HD36; AID 951;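 note: 0% = tracer peptide without compound and 100% = reference inhibitor peptide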
RGS7-Gao: modulates binding of RGS7 to human Galphao. binding response (% of control), % at 10 µM. P09471. hit rate 0.35% among 220,000. Multiplexed bead flow cytometry; actives lie on both sides. AID 1439; in the data active = binding response below about 49% or above about 150%; inconclusive = no clear call, values can overlap the other calls; inactive = in between;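 note: fluorescent Galphao held in activated GDP-AlF4 state binding bead-coupled RGS7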
RGS8-Gao: human RGS8-Galphao interaction regulation. P09471. multiplexed bead flow cytometry, RGS8-Galphao binding; actives lie on both sides. response (percent of control binding), % at 10 µM. hit rate 0.34% among 220,000. AID 1423; in the data active = response below about 60% or above about 140%; inactive = in between;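 note: Galphao activated as the GDP aluminium fluoride complex binding bead-coupled RGS8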
Bim-Bcl-XL: inhibitors of Bim-Bcl-XL interaction, human | Q07817 | Bim peptide-Bcl-XL binding, bead flow cytometry, fluorescence | inhibition, % at 10 µM | hit rate 0.04% among 190,000 | AID 1007
Target sequence (Q07817 whole entry, looked up): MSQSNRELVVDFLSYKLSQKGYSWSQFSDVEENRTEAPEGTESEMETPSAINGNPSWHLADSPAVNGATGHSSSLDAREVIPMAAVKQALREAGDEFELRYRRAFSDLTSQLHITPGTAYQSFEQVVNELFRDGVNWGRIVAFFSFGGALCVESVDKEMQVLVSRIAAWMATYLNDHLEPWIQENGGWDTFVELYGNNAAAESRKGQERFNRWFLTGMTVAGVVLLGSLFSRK
An asterisk follows results filed as active; ? = inconclusive; nt = not tested or not shown. Cut-off read from the data, not from the text of the source, unless noted: active = inhibition above about 40%. Hits appear at their usual frequency; overall some 0.94% were active at least once.

SMILES	Mcl-1 Bim block	ABCB1 block	RGS4-Gao reg	Bcl-W Bim block	ABCG2 inh	Bcl-2 Bim block	Bim-Bfl-1	Bcl-B Bim block	RGS7-Gao	RGS8-Gao	Bim-Bcl-XL
Cc1ccc(NC(=O)CS(=O)Cc2nc(-c3ccc(C)cc3)oc2C)cc1 (stereo unspecified)	-1	0.6	100	2	6	-8	-8	-7	99	99	0
O=C(/C=C/c1ccco1)OCn1nnc2ccccc2c1=O	-3	0.7	104	-4	7	-1	-4	-5	103	104	0
CC1CCCN(C(=O)Nc2cccc(NC(=O)N3CCCC(C)C3C)c2)C1C (stereo unspecified)	16	0.0	108	0	0	-2	2	1	105	106	-13
NC(=O)C1CC(=O)N(Cc2ccc3c(c2)OCO3)C(=Nc2ccccc2)S1 (stereo unspecified)	0	-0.8	99	2	2	-6	-15	-8	99	101	-8
Cc1ccc(CN2CCS(=O)(=O)CC2)o1	-7	0.1	100	0	0	0	-3	-5	99	101	-1
C=CCn1nnnc1-c1cccc(Cl)c1	0	0.7	98	-2	7	-1	-5	-4	100	101	-3
S=C(Nc1ccc(Br)cc1)NC1CCCCC1	-2	-0.1	102	-3	2	-5	-14	-14	101	104	-4
Cc1cccc(CN2CCN(Cc3cnn(-c4ccccc4F)c3)CC2CCO)n1 (stereo unspecified)	-1	2.1	100	-3	6	0	-6	-5	98	102	-3
Cc1ccc(N(CC(=O)NC2CCCCC2)C(=O)c2ccc(C)s2)cc1	-2	1.5	104	0	4	0	-1	-1	97	101	0
Nc1nonc1-n1nncc1-c1ccccc1	-1	0.0	101	3	0	-4	-11	-4	106	99	-4
CNC(=S)N(Cc1ccc(OC)cc1)C1CC(=O)N(c2ccc(C(=O)OC)cc2)C1=O (stereo unspecified)	-22	0.3	99	-10	4	-6	0	-2	99	100	-3
COc1ccc(-c2nc(SC(CC(=O)NCc3ccccc3)c3ccc(OC)c(OC)c3)n[nH]2)cc1 (stereo unspecified)	-1	-0.4	100	-2	-7	-6	-13	-10	100	102	-4
CCOC(=O)C1(C)C=C(Nc2ccc(C)cc2)C(=O)N1c1ccc(C)cc1 (stereo unspecified)	-1	-0.3	99	0	1	-1	-4	-4	95	100	-4
CC12CCC(C(N)=O)(c3nc4ccccc4nc31)C2(C)C (stereo unspecified)	1	0.5	87	-4	4	1	-1	-2	102	101	1
CCCC(=O)N1CCN(Cc2ccc3c(c2)OCO3)CC1	-3	3.7	101	-2	14	-5	-1	0	101	102	-6
CC(Sc1nnc(C(F)(F)F)n1C)C(=O)NC(N)=O (stereo unspecified)	-1	0.4	102	-3	1	-2	-2	-4	101	101	-5
O/N=C(\c1ccc(Cl)cc1)c1ncc(C(F)(F)F)cc1Cl	-2	1.0	103	0	4	-3	-1	0	102	103	-2
Cc1nc(C)c(-c2nnc(-c3ccc(C(C)(C)C)cc3)o2)cc1C(=O)NN	-2	0.8	95	-3	2	1	1	-6	95	98	-7
CSc1ccccc1C(=O)Nc1c(C)cccc1C	-1	0.6	99	-1	2	-3	-6	-5	101	100	0
CC1CCN(C(=S)Nc2ccc3nc4n(c(=O)c3c2)CCCCC4)CC1	-4	-1.3	100	-2	-4	0	1	-10	96	104	-7
CCOc1ccc(C(=O)Nc2ccc(-c3cc4ccccc4oc3=O)c(C)c2)cc1[N+](=O)[O-]	nt	0.8	95	nt	2	nt	nt	nt	98	101	nt
CS(=O)(=O)N(CC(=O)N1CCN(Cc2ccc3c(c2)OCO3)CC1)Cc1ccc(Cl)cc1	3	1.2	98	2	0	-10	-14	-6	93	100	0
CCC(CC)NC(=O)Nc1ccc(F)c(Cl)c1	-2	0.6	94	-2	19	1	5	-1	98	96	-3
CC(=O)c1cccc(NC(=O)c2ccncc2)c1	3	0.6	104	1	1	-5	-4	-1	102	103	-1
N#Cc1ccsc1NC(=O)CN1CCN(S(=O)(=O)c2ccccc2C(F)(F)F)CC1	-2	0.8	101	-5	1	-10	-12	-8	103	102	-7
Later entries.
SMILES	Mcl-1 Bim block	ABCB1 block	RGS4-Gao reg	Bcl-W Bim block	ABCG2 inh	Bcl-2 Bim block	Bim-Bfl-1	Bcl-B Bim block	RGS7-Gao	RGS8-Gao	Bim-Bcl-XL
Cc1ccc(-n2nnnc2Sc2ccc(S(=O)(=O)NCCN(C)C)cc2[N+](=O)[O-])cc1	-2	1.6	100	-1	9	0	0	-5	100	101	-3
COC(=O)C1=C(C)NC(=O)/C1=C\c1cc(C)n(-c2ccccc2F)c1C	-1	1.6	98	1	42	-1	2	-4	99	98	0
Cc1ccc(NC(=O)c2noc3c2CCC3)cc1C	-1	0.6	96	1	8	-1	-1	-4	95	101	1
CCOP(=O)(OCC)C(NC(=O)Nc1c(C)cc(C)cc1C)c1ccccc1 (stereo unspecified)	-3	2.7	99	-2	1	0	-5	-5	98	99	-3
Cn1c(SCC2CCCO2)nnc1-c1ccc([N+](=O)[O-])cc1 (stereo unspecified)	0	0.8	105	-4	6	0	-8	-4	107	105	-2
CCOc1cccc(CNCCO)c1OCc1ccc(Cl)cc1	-2	0.4	104	1	1	-7	-1	0	104	104	-2
Cc1cccc(Cn2c(C(C)(C)C)cc3cccnc32)c1	-4	0.9	96	-1	6	-6	-13	-7	101	96	5
C(=N\Nc1ccccc1)/c1ccc(N2CCOCC2)cc1	1	-0.2	95	2	0	-4	-9	-2	97	86	0
O=[N+]([O-])c1cc(C(F)(F)F)ccc1NCCc1c[nH]c2ccc(O)cc12	0	-0.5	102	-2	-1	-8	-8	-7	98	100	-3
Cc1ccccc1-n1nc(CSc2nc3ccccc3[nH]2)c(-c2ccccc2)c1N	-3	4.7	103	-4	13	-2	-2	-4	98	102	-4
N#C/C(=C/c1ccc(CNS(=O)(=O)c2ccccc2)o1)C(N)=O	0	nt	110	0	1	-1	-4	0	109	109	0
Oc1c(C(c2ccccc2Cl)N2CCCC2)ccc2cccnc12 (stereo unspecified)	0	-0.6	93	2	-2	-1	2	0	95	98	0
CCOCCCNC(=O)C(NC(=O)C1CCC(=O)N1)c1ccc(C)cc1 (stereo unspecified)	-2	1.1	101	-2	4	-7	-18	-7	101	100	-9
O=C(Nc1cnn(Cc2ccc(Cl)cc2Cl)c1)c1noc2c1CCCC2	-5	1.4	103	-9	5	-7	-4	-11	101	100	-11
O=S(=O)(c1ccc(Cl)cc1Cl)n1ccc2cccnc21	2	2.2	102	-1	5	0	-4	-7	97	99	1
CC1(C)CC2(CCO1)OC(=O)CC2C(=O)NCc1ccccc1 (stereo unspecified)	-10	0.8	100	-5	4	-19	-22	-11	99	102	-13
COC(=O)c1ccc(NC(=O)c2sc3nc(-c4ccccc4)cn3c2C)cc1	0	3.0	102	-4	1	-6	-8	-3	98	101	-3
Cc1ccccc1C(=O)NC(=S)NCCC1=CCCCC1	-5	1.1	103	-6	5	-3	0	3	105	105	-3
Cc1nc(NC(=O)COC(=O)c2cc3c(s2)CCC(C)C3)c(Cl)cc1Cl (stereo unspecified)	-3	0.1	103	-4	4	-2	-2	-7	100	103	-8
Cc1cc(NC(=O)C2C3C(=O)N(CCC(C)C)C(C(=O)NCc4ccccc4)C34C=CC2(C)O4)no1 (stereo unspecified)	-2	0.1	99	1	-1	0	0	-2	98	102	-1
O=C(NC1CCN(Cc2ccccc2)CC1)c1ccc(Cn2c(=S)[nH]c3ccc(N4CCOCC4)cc3c2=O)cc1	1	-0.7	102	0	-2	-1	2	-19	103	102	-3
CCOC(=O)C(NC(=O)Nc1ccc(F)cc1F)(Oc1ccccc1)C(F)(F)F (stereo unspecified)	-2	-0.1	104	-1	2	-2	-4	-7	102	104	-7
CCCn1c(SCC(=O)NC(=O)NCc2ccco2)n[nH]c1=O	3	1.9	99	3	4	-2	-14	-5	95	99	-4
CCOC(=O)c1ccccc1NC(=O)CSc1nnc(Cc2cccn2C)n1-c1ccc(F)cc1	0	3.7	98	6	16	-8	-6	-10	97	99	-4
COc1ccccc1-n1cnc2cc(NCc3ccco3)ccc21	2	0.4	100	3	1	3	9	-8	99	100	2
Continuation:
SMILES	Mcl-1 Bim block	ABCB1 block	RGS4-Gao reg	Bcl-W Bim block	ABCG2 inh	Bcl-2 Bim block	Bim-Bfl-1	Bcl-B Bim block	RGS7-Gao	RGS8-Gao	Bim-Bcl-XL
C=CCNC(=S)N/N=C/c1ccc(OCc2ccccc2Cl)cc1	-1	0.6	98	0	3	-12	-7	-8	95	100	-2
Cn1c(=O)n(C)c2cc(S(=O)(=O)NCCO)ccc21	0	0.2	101	0	0	-13	-13	-7	99	99	-7
COc1ccc(-c2nc3ccccc3c(=O)n2NC(=S)N(C)C)cc1	-27	-0.5	94	-11	-3	-9	20	-83	120	81	-21
CCNc1nc(NC(C)(C)C)nc(N2CCCC2)n1	-2	0.9	100	-5	3	-2	-3	-2	105	102	-4
COc1ccc(S(=O)(=O)/N=C2/NC(=O)/C(=C/c3ccco3)S2)cc1	-2	-1.7	104	-1	-20	-6	-15	-6	103	106	-5
CC(=O)N(C)c1ccc(NC(=O)Nc2ccc(C)c(C)c2)cc1	0	0.5	103	-1	2	-4	-6	-4	97	99	0
CSc1ccc(C(=S)N2CCN(C(c3ccccc3)c3ccccc3)CC2)cc1	-184	0.0	101	2	0	-20	5	-71	130	92	0
CC1=CC(C)(C)N(C(=O)CSc2nncn2C)c2ccccc21	-5	0.5	100	-5	2	-1	-4	-6	102	103	-4
CC(=O)c1c(O)cc(O)cc1CC(=O)O	-1	0.2	98	-2	1	-3	-7	-2	100	101	-1
S=C(N/N=C1\CCc2ccccc21)NC1CCCCC1	-3	0.1	102	-1	4	-2	-2	-6	?	102	-3
CCCCCCCCCCCC(=O)c1c(O)cccc1O	3	0.0	97	2	-1	1	1	0	102	99	1
O=C(NCc1ccc(F)cc1)C(c1ccccc1)N(C(=O)c1csnn1)C1CC1 (stereo unspecified)	-1	1.0	101	0	2	0	-3	-4	97	99	-2
COc1ccccc1NC(=O)C1C2C=CC3(CN(Cc4cccnc4)C(=O)C13)O2 (stereo unspecified)	0	0.7	96	3	3	-4	-10	-6	99	103	-6
Cc1nn(Cc2ccc(Cl)cc2Cl)c(C)c1NC(=O)C1C2CCC(O2)C1C(=O)O (stereo unspecified)	-1	1.5	105	-6	-1	-1	-2	-7	100	103	-10
Cc1cc2occ(CC(=O)NC3=NCCS3)c2cc1C(C)C	-9	0.9	98	-3	10	-19	-17	-10	100	103	-9
CCn1c(C(C)NC(=O)c2ccccc2C)n[nH]c1=S (stereo unspecified)	-4	-0.1	105	0	4	0	-2	-7	106	104	-3
CN(CC(=O)N1CCN(c2ccccc2F)CC1)S(=O)(=O)c1cnc[nH]1	-1	0.1	101	1	1	-7	-13	-8	96	96	-4
CC(C)c1ccc(/C=C/C(=O)NCCC2=CCCCC2)cc1	-7	0.5	101	-5	11	0	1	-9	102	109	-7
